AMA1 RON2 block = AMA1-RON2 (P. falciparum) interaction inhibition. AlphaScreen AMA1-biotinylated RON2 peptide binding. Potency, µM (doses to about 58.2 µM), without a hit: at the highest dose activity change, negative = inhibition, usual class: inhibitors. actives 0.2% (n = 360,000);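 note: potency is the fitted concentration of half-maximal effect; 0% = vehicle wells and -100% = peptide control; nearly all actives have a fitted effect of over 45% in size; some results filed as inactive show a strong effect at the top dose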
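AMA1 (3D7) with his tag at 25 nM final met compounds first, then biotinylated RON2 peptide at 25 nM; detection used donor plus acceptor beads, 10 µg/mL apiece, read by AlphaScreen after 30 min at room temperature.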
TbPYK inhibitor = T. brucei pyruvate kinase inhibition. TbPYK enzyme, Kinase-Glo Plus ATP luminescence, 45 min. Potency, µM (highest dose often 76.8 µM), for the others: at the highest dose activity, negative = inhibition, hits mostly inhibitors. AID 624173. Q57TT1. actives 0.12% (n = 410,000); note: potency is the fitted concentration of half-maximal effect; nearly all actives have a fitted effect of over 50% in size
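Enzyme and substrate buffer are dispensed first and compound is pin-transferred. ADP at 130 uM final then starts the reaction, which runs 45 min at room temperature. Detection reagent is added for 10 min before luminescence is imaged.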
HCMV antiviral = inhibitors of human cytomegalovirus. actives 4.5% (n = 410,000). activity change, negative = inhibition, % at 57.5 µM. HFF cells, HCMV-luciferase reporter, 72 h; active compounds read low. AID 1259415; in the data active = activity change below about -60%; inconclusive = no clear call, values can overlap the other calls; inactive = above about -39%
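Screen run at 2 compound doses on HFFs infected with reporter HCMV, MOI 1 PFU/cell. Luciferase activity from cell lysates at 72 h post infection gave inhibition relative to buffer-only and Salinomycin wells.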
HCV inhibitor = inhibitors of hepatitis C virus infection; Potency, µM (top dose mostly 41.8 µM), for inactives: at the highest dose activity change, negative = inhibition, hits mostly inhibitors; actives 3.4% (n = 340,000); Huh7.5.1 HCVcc-Cre infection, luciferase reporter, 44 h; note: potency is the fitted concentration of half-maximal effect
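Cells (1,000/well) were plated 4 h before compound, then infected with HCVcc-Cre virus (~0.5 moi). After 44 h further culture, infection was read as luciferase luminescence following a 15 min substrate incubation at room temperature.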
LmPK inhibitor = inhibitors of Leishmania mexicana pyruvate kinase; Q27686; purified LmPK, Kinase-Glo ATP luminescence, 1 h; Potency, µM (titrated, usually from 57.5 µM), for inactives: at the top dose activity change, negative = inhibition, most hits filed as inhibitors; actives 0.37% (n = 290,000); note: potency is the fitted concentration of half-maximal effect
Target sequence (Q27686 whole entry, looked up): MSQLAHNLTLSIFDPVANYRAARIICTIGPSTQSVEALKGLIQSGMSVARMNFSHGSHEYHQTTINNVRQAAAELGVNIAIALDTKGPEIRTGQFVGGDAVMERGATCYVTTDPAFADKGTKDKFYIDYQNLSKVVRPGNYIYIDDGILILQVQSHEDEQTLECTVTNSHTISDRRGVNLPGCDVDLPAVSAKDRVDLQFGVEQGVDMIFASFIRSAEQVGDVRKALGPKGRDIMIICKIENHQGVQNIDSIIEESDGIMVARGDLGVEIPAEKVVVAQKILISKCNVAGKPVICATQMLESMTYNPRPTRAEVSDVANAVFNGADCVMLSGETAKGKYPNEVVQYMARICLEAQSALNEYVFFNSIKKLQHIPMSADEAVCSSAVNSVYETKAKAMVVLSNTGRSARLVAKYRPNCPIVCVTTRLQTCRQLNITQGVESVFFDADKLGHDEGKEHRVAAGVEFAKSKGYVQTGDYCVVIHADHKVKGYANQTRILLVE
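Kinase-Glo luminescence read after 1 h RT reaction of 0.1 nM LmPK with 0.5 mM PEP and 0.1 mM ADP. Activity scaled between uninhibited and enzyme-free controls.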
AmpC no deterg = inhibitors of E. coli AmpC beta-lactamase without detergent; AmpC nitrocefin hydrolysis, absorbance 480 nm, 0.0001% Triton; Potency, µM (titrated, usually from 57.1 µM), inactives show at the highest dose activity change, negative = inhibition, most hits filed as inhibitors; actives 0.52% (n = 330,000);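 note: potency is the fitted concentration of half-maximal effect; plate controls were no compound for no effect and no enzyme for full effect; nearly all actives have a fitted effect of over 20% in size; some results filed as inactive show a strong effect at the top dose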
Target sequence (P00811 whole entry, looked up): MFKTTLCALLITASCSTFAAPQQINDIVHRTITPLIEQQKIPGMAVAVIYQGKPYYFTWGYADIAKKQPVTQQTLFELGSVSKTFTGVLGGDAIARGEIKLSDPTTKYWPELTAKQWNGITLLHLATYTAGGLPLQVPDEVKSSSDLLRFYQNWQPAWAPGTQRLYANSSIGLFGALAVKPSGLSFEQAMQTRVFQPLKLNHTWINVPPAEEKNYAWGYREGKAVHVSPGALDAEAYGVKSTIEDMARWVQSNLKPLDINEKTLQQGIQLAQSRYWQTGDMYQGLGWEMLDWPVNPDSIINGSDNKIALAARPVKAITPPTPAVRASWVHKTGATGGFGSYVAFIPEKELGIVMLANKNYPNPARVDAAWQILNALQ
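AmpC (5.3 nM in the dispensed reagent) in 20 mM phosphate pH 7.0 with 0.01% (detergent screen) or 0.0001% Triton X-100 was preincubated with compounds for 15 min at room temperature. Nitrocefin was then added from an 800 uM solution, and hydrolysis was followed at 480 nm.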
AmpC detergent = inhibitors of E. coli AmpC beta-lactamase with detergent | AmpC hydrolysis of nitrocefin, absorbance 480 nm, 0.01% Triton | Potency, µM (doses to about 114 µM), for the others: at the highest dose activity change, negative = inhibition, hits mostly inhibitors | actives 0.041% (n = 370,000);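 note: potency is the fitted concentration of half-maximal effect; 0% = no-compound wells and -100% = no-enzyme wells; nearly all actives have a fitted effect of over 25% in size; some results filed as inactive show a strong effect at the top dose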
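20 mM phosphate pH 7.0 + 0.01% (detergent screen) or 0.0001% Triton X-100; 5.3 nM AmpC reagent; cpd preinc 15 min RT; nitrocefin (800 uM stock) to start; A480 q20 s × 4 min; Activity was normalised to no-enzyme and no-compound control wells.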
* hit, by the source's call; ? = inconclusive; . = no result given; & = joins results of further samples; [ ] = dose if it differs, or a comment. Unless noted, calls come from the whole dose curve; as a rule, active = well fitted curve in the direction sought with a large enough effect; inconclusive = small, poorly fitted or top-dose-only effect, or another doubt; inactive = no such curve, though single readings can be large; an effect the other way counts as inactive or inconclusive. Unless noted, % is set by controls: 0 for no effect and ±100 for the full control effect.

SMILES	AMA1 RON2 block	TbPYK inhibitor	HCMV antiviral	HCV inhibitor	LmPK inhibitor	AmpC no deterg	AmpC detergent
Cc1ccc([C@H]2C[C@@H](n3cc(C4CC4)nn3)[C@H](O)CN2Cc2cccs2)cc1	16%	-6%	-26	.	.	.	.
CC(=O)NCC(=O)N(c1c(C)n(C)n(-c2ccccc2)c1=O)C1(C(=O)NC2CCCC2)CCCCC1	0%	6%	18	9%&14%	-2%	3%	-6%
CSc1nsc(SCC(=O)Nc2ccccc2C(N)=O)n1	-2%	2%	23	?	2%	-23%	2%
CCOC(=O)C1(Cc2ccccc2)CCN(Cc2ccon2)CC1	1%	-6%	1	-6%	1%	-3%	-2%
CCN(CC)CCCNC(=O)c1cc(-c2ccc3c(c2)OCO3)on1	7%	2%	75	-12%	1%	-5%	-4%
OC(CNCCc1ccc(C(F)(F)F)cc1)COc1cccc2ccccc12 (configuration not stated)	5%	2%	-12	?	2%	108%[activator]	-7%
O=C(CSc1nnc2ccccn12)NNC(=O)c1cccc(Cl)c1	50%[activator]	3%	-9	1%	.	-8%	.
CCOc1ccccc1Nc1nc2ccccc2n1C(C)C	-11%	1%	-26	-17%	5%	-9%[2.29 µM]	?
CC1CCCN(c2nc3c(c(=O)n(C)c(=O)n3C)n2CCSc2nc3ccccc3s2)C1 (configuration not stated)	-12%	-13%	-12	?	4%	47%	2%
Cc1nn(C(=O)c2cccc(F)c2)c(C)c1S(=O)(=O)N1CCCCCC1	.	7%	-91*	.	.	.	5%
COc1cccc(C(=O)Nc2nnc(S(=O)(=O)N(C)c3ccccc3)s2)c1	9%	25%	?	-6%	6%	-46%	0%
Cc1ccc(COc2cccc(/C=N/NC(=O)c3nnn(-c4nonc4N)c3C)c2)cc1	5%	-10%	43	0%	-2%	-21%	-1%
CN(c1ccc(OCC(=O)OCC(=O)NC2CCCC2)cc1)S(=O)(=O)c1ccc2ccccc2c1	-9%	-1%	24	2%	3%	-2%	-12%
Cc1cc(Br)ccc1NC(=O)CNC(=O)Cn1ncc(Cl)c(Cl)c1=O	-7%	6%	-101*	2.2µM*	0%	-21%	4%
Cc1ccc(-n2c(O)c(C=NCC3CCCO3)c(=O)[nH]c2=O)c(C)c1 (configuration not stated)	0%	0%	3	18%	-3%	1%	-13%
COc1ccc(N2CCN(C(=O)c3ccccc3N(C)S(=O)(=O)c3ccc(C)cc3)CC2)cc1	?	-11%	-32	.	-3%	197%[activator]	-2%
CC(C)CNC(=O)COC(=O)c1cc(Cl)cc(Cl)c1N	2%	4%	4	-8%	3%	-17%	-1%
Cc1cn(C)c(CC(=O)NCc2ccc(F)cc2)c1C(=O)O	.	1%	1	.	.	.	10%
O=C(N/N=C/c1cccc([N+](=O)[O-])c1)c1ccc(COc2ccccc2-c2ccccc2)cc1	-9%	-1%	?	?	2%	-19%	?
Cn1cccc1-c1nc2ccc(NC(=O)c3cccs3)cc2[nH]1	-12%	-8%	10	?	0%	-49%	?
O=C(O)CCCNC(=O)CC1S/C(=N/N=C/c2ccccc2O)NC1=O (configuration not stated)	108%[activator]	-19%	-5	19%	-21%	-16%	3%
O=C(CSc1ccc(Cl)cc1)N1CCN(c2ncc(C(F)(F)F)cc2Cl)CC1	40%[activator]	0%	?	?	-1%	-28%	-5%
Clc1ccccc1CN1CCN(c2ncccn2)CC1	?	41%[activator]	-7	-9%	-1%	-2%	?
Cc1ccc(NC(=O)N(Cc2cccnc2)Cc2ccco2)cc1C	-3%	1%	18	18%	0%	0%	-14%
Cc1ccc(C(C(=O)NC2CCCC2)N(Cc2cccnc2)C(=O)c2snc(C(N)=O)c2N)o1 (configuration not stated)	-9%	3%	-16	2%	-1%	2%	3%
CCOc1ccccc1NC(=S)NC(=O)CCCOc1ccc(Cl)cc1Cl	34%[activator]	1%	-12	-21%	7%	-51%	?
COC(=O)CSc1nnc(-c2ccc(S(=O)(=O)N3CCC(C)CC3)cc2)o1	6%	-8%	-27	-29%	-3%	1%	-16%
Cc1cc(N2CCN(S(=O)(=O)c3ccc(C)c(C)c3)CC2)c2ccccc2n1	-4%	-2%	-32	?	1%	114%[activator]	-5%
COc1ccc(CC(=O)NNC(=O)c2ccncc2)cc1	-4%	-23%	-36	4%	0%	-15%	4%
CCN(C)C1CN(Cc2cn(Cc3ccc(OC)cc3)nn2)S(=O)(=O)C1 (configuration not stated)	1%	-5%	-1	.	.	.	.
CC(C)C[C@@H](C(=O)N[C@@H](C(=O)O)c1ccccc1)N1C(=O)N2CCc3c([nH]c4ccccc34)[C@@]2(C)C1=O	-10%	8%	1	10%	-9%	-19%	-5%
Cn1c(-c2ccc(Cl)cc2)ccc(C#N)c1=O	26%	5%	7	?	-4%	-13%	0%
CC(=O)C1=C(O)C(=O)N(c2cccnc2)C1c1ccc([N+](=O)[O-])cc1 (configuration not stated)	.	.	?	.	-3%	20%	1%
CC1(C)Cc2ccccc2-c2nc(NCCCO)[nH]c(=O)c21	3%	-5%	-12	-4%	6%	-2%	4%
CC(C)(C)n1ncc2c(=O)n(CC(=O)N3CCCc4ccccc43)cnc21	0%	-11%	-9	7%	2%	11%	-1%
c1cncc(C(c2nnnn2C2CCCCC2)N2CCN3CCCC3C2)c1 (configuration not stated)	6%	5%	44	18%	0%	-5%	-5%
O=C(c1ccc2c(c1)OCO2)C1CCCN(Cc2cn[nH]c2-c2cccc(F)c2)C1 (configuration not stated)	-13%	-2%	-30	-29%	-5%	-7%	-2%
O=S(=O)(NCCN1CCOCC1)c1ccc(F)c(Cl)c1	-5%	?	28	13%	7%	2%	2%
CC1(C)CC(NC(=O)c2cccc(F)c2)CC(C)(C)N1	11%	-2%	18	13%	-1%	-10%	-15%
O=C(c1cc(COc2ccc(F)cc2F)on1)N1CCCC(c2ccccc2)C1 (configuration not stated)	-5%	-1%	-63*	?	6%	3%	10%

Overlap with the part before: 4 entries; new compounds follow.
SMILES	AMA1 RON2 block	TbPYK inhibitor	HCMV antiviral	HCV inhibitor	LmPK inhibitor	AmpC no deterg	AmpC detergent
O=C(c1ccc2c(c1)OCO2)C1CCCN(Cc2cn[nH]c2-c2cccc(F)c2)C1 (configuration not stated)	-13%	-2%	-30	-29%	-5%	-7%	-2%
O=S(=O)(NCCN1CCOCC1)c1ccc(F)c(Cl)c1	-5%	?	28	13%	7%	2%	2%
CC1(C)CC(NC(=O)c2cccc(F)c2)CC(C)(C)N1	11%	-2%	18	13%	-1%	-10%	-15%
O=C(c1cc(COc2ccc(F)cc2F)on1)N1CCCC(c2ccccc2)C1 (configuration not stated)	-5%	-1%	-63*	?	6%	3%	10%
CCN(CC)C(=O)c1ccc(-c2cccs2)s1	-25%	-5%	?	0%	-2%	-4%	?
Cc1cccc(N(C(=O)CNC(=O)c2ccco2)C(C(=O)NC2CCCC2)c2cccnc2)c1 (configuration not stated)	12%	1%	0	14%	0%	2%	-9%
CCOC(=O)c1cc(C#N)c(Oc2ccccc2OC)nc1-c1ccccc1	19%	-10%	-24	-22%	3%	-1%	0%
Cc1ccc(NC(=O)COC(=O)/C=C/c2cccs2)cc1	-8%	-1%	-20	3%	-1%	-23%	-7%
CCN(CC(=O)Nc1ccc(S(=O)(=O)N2CCCC2)cc1)Cc1ccccc1	-2%	-1%	-32	-16%	.	-4%	?
Cc1cccc(N(CC(=O)NCc2ccc3c(c2)OCO3)C(=O)CCC(=O)Nc2ccccn2)c1C	-6%	1%	30	-25%	4%	38%	?
COc1ccc(OC)c(CNC(=O)COc2cc(=O)n(C)c3ccccc23)c1	-15%	4%	67	-1%	.	.	.
CCc1ccc2[nH]c(=O)c(CN(Cc3ccco3)S(=O)(=O)c3ccc4c(c3)OCCO4)cc2c1	3%	1%	-33	6%	4%	-14%	4%
O=C(NCCc1ccc(Cl)cc1)C1CCN(S(=O)(=O)c2cccc3nonc23)CC1	3%	0%	5	-21%	-6%	-25%	-8%
CCOc1ccc(NC(=O)CC2C(=O)N(c3ccc(C)cc3)C(=O)N2Cc2ccc(OC)cc2)cc1 (configuration not stated)	.	0%	-7	.	.	.	-2%
Cc1ccc(S(=O)(=O)N(C)C)cc1NC(=O)COC(=O)Cc1ccc(Br)cc1	16%	3%	-36	8%	5%	0%	-10%
O=C(NCCCCCNC(=O)c1ccco1)c1ccco1	0%	-1%	32	7%	-6%	-15%	3%
CC(C)c1ccc(S(=O)(=O)N2CCN(C(=O)c3cc([N+](=O)[O-])ccc3N3CCOCC3)CC2)cc1	0%	-5%	-8	7%	8%	-4%	?
Cc1ccc(C(=O)NC(=S)NNC(=O)c2ccccc2)cc1	136%[activator]	-17%	7	-2%	1%	-27%	-6%
Cc1nn(-c2ccccc2)c(N2CCCC2)c1/C=N/O	-12%	-3%	17	-15%	-1%	-16%	-1%
CCOc1ccc(C(=O)NCC(=O)OCc2cc([N+](=O)[O-])cc3c2OCOC3)cc1OCC	-9%	-7%	16	2%	1%	-15%[11.4 µM]	?
O=C(Nc1ccc2ncccc2c1)Nc1ccc2ncccc2c1	-9%	-3%	?	-22%	5%	-45%	-6%
CC(Sc1ccc(S(=O)(=O)N2CCN(C)CC2)cn1)C(=O)Nc1cccc(Cl)c1Cl (configuration not stated)	-19%	-3%	?	?	.	.	.
CCCOc1ccc(CNC(=O)c2oc3ccc4c(c3c2C)C(=O)CC(C)(CC)O4)cc1 (configuration not stated)	.	2%	-5	.	.	.	-1%
CCOC(=O)c1cnc(SCC(=O)c2ccc(Cl)cc2)nc1N	-7%	2%	47	4%	10%	-49%	?
COc1cc(NC2c3ccccc3C(=O)N2Cc2ccc3c(c2)OCO3)cc(OC)c1 (configuration not stated)	?	-4%	19	?	-2%	2%	3%
Cc1ccc(C(=O)N2CCN(c3ccc(NC(=O)c4cccs4)cc3)CC2)cc1	-9%	6%	-7	?	-6%	-15%	-9%
Cc1ccc(NS(=O)(=O)c2cc(OCC(N)=O)c(C)cc2Cl)cc1	6%[2.32 µM]	-9%	-25	1%	1%	-22%	?
CCOC(=O)c1nc(C)sc1-c1ccnn1S(=O)(=O)c1ccc(C)cc1	-4%	0%	-10	-2%	6%	167%[activator]	1%
CC[N+]1(C)[C@@H]2CC[C@H]1CC(OC(=O)[C@H]1CCC(C(=O)OC3C[C@H]4CC[C@@H](C3)[N+]4(C)CC)(c3ccccc3)c3ccccc31)C2 (some centres not stated)	-7%	-7%	-69*	-9%	.	21%	?
